Source: PubChem (several laboratories)
NPY2 pot ag – potentiates or activates human NPY-Y2 receptor; activation, % at 3.6 µM; cells expressing NPY-Y2, potentiator/agonist read-out; 220,000 compounds, 0.45% hits; AID 1359; P49146; in the data active = activation above about 27%;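 note: cells stimulated with NPY near EC25 plus isoproterenol at EC100; 0% = vehicle plus submaximal agonist and 100% = vehicle plus saturating agonist; some results beyond the cut were filed as inactive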
BaF3 tox – counter-screen for JAK2V617F inhibitors: parental Ba/F3 viability inhibitors | inhibition, % at 5.6 µM | CellTiter-Glo ATP luminescence | 220,000 compounds, 1.1% hits | AID 1486;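 active = inhibition above a per-campaign cutoff, the mean inhibition of all tested compounds plus 3 SD, cut at about 27% in these data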;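 note: 0% = DMSO wells and 100% = JAK Inhibitor I control wells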
PERK inh – human PERK inhibition, primary cell-based screen; CHO PERK-DD fusion, SEAP luminescence translation reporter; inhibition, % at 5.6 µM; 220,000 compounds, 0.17% hits; AID 1416;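 active = inhibition above the mean inhibition of all tested compounds plus 3 SD, set separately per screening campaign, cut at about 2.9% in these data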;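 note: PERK kinase domain activated by AP20187 dimerizer at 100 nM; 0% = DMSO with dimerizer and 100% = rapamycin at 8.4 µM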
S1P4 antag – antagonists of human S1P4 receptor | O95977 | S1P4-expressing cells, antagonist mode, reporter read-out | inhibition, % at 4.98 µM | 220,000 compounds, 0.26% hits; in the data active = inhibition above about 29%;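 note: 0% = wells stimulated with agonist and 100% = vehicle wells without agonist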
Target sequence (O95977 whole entry, looked up): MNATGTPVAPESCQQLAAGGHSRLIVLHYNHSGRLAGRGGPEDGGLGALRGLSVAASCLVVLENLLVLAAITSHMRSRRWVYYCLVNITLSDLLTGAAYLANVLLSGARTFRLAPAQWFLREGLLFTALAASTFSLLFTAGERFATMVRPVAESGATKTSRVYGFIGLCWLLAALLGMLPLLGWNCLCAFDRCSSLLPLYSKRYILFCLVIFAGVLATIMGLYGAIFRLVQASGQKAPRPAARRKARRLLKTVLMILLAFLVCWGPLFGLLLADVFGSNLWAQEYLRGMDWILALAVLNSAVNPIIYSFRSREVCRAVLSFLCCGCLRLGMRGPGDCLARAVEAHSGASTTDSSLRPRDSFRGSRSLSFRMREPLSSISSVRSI
Ba/F3 V617F tox – loss of viability in JAK2V617F-driven Ba/F3 cells | Ba/F3 EpoR-JAK2V617F viability, ATP luminescence | inhibition, % at 5.6 µM | 220,000 compounds, 1.1% hits | AID 1446;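 active = inhibition above the campaign mean plus 3 SD over all tested compounds, cut at about 24% in these data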;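 note: cytokine-independent growth of Ba/F3 cells driven by EpoR plus mutant JAK2; 0% = DMSO-treated cells and 100% = JAK inhibitor I control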
eIF4E 4G PPI – inhibitors of eIF4E and eIF4G interaction in translation initiation | TR-FRET eIF4E-eIF4GI(517-606) binding, 2 h | inhibition, % at 21.7 µM | 220,000 compounds, 0.37% hits;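 active = inhibition above about 30%, limit read from the data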;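 note: 0% = full FRET control wells and 100% = background wells lacking eIF4GI fragment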
S1P4 ag – human S1P4 receptor agonism; O95977; S1P4-expressing cell line, agonist reporter assay; activation, % at 4.98 µM; 220,000 compounds, 0.35% hits; AID 1509; in the data active = activation above about 11%;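 note: 0% = DMSO vehicle and 100% = reference agonist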
Wee1 degr inh – human Wee1 degradation inhibition, primary screen; HeLa Luc-Wee1K328M stability, luciferase luminescence; 100% = proteasome inhibitor MG132 effect; 220,000 compounds, 1.2% hits; P30291; AID 1321; reporter increase, % at 5 µM;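 active = activation above the mean of all tested compounds plus 3 SD, set per screening run, cut at about 8.8% in these data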;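 note: cells exposed to compound for 20 h before luminescence read; 0% = DMSO alone and 100% = MG132 at 30 µM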
Target sequence (P30291 whole entry K328M): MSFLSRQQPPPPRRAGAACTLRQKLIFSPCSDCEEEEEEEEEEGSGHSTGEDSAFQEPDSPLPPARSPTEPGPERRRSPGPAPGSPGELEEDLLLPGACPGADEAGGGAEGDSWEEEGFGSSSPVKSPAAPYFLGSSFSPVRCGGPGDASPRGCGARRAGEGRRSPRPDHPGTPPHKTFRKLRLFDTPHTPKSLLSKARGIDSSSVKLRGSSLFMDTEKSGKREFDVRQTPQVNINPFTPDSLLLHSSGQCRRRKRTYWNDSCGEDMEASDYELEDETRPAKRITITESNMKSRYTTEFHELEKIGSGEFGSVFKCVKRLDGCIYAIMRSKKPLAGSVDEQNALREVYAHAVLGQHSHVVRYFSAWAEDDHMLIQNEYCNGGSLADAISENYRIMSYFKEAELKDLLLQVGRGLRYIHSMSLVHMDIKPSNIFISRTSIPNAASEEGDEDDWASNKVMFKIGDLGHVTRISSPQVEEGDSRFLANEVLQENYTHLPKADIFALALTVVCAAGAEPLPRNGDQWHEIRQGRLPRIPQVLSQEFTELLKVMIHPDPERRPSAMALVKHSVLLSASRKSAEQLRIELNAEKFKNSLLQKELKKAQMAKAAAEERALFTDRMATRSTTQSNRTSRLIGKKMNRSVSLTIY
MDM2 E3 inh – inhibitors of human Mdm2 E3 ubiquitin ligase | cell-based MDM2 ubiquitination luciferase reporter, 2 h; 0 = plate control, 100 = twice control, blank-subtracted | Q00987 | 210,000 compounds, 0.11% hits | signal enhancement, % at 5 µM;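 active = signal enhancement of 30% or more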;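 note: luminescence tracks abundance of the self-degrading MDM2-luciferase fusion protein; higher signal means inhibition of MDM2 E3 ligase activity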
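Assay system: mammalian cells stably expressing self-ubiquitinating, self-degrading MDM2 E3–luciferase fusion. Quantity: 2000 cells in each well. Medium: DMEM culture medium. Compound dosing: single-point 5 µM. Timing: cell settling 4 h, compound treatment 2 h, both 37 °C. Technique: luciferase luminescence. Read-out basis: percent signal gain over controls, blank-subtracted. Benchmarks: plate controls and plate blanks.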
An asterisk follows results filed as active; · = no result given; [ ] = remark or other dose.

no.	compound	NPY2 pot ag	BaF3 tox	PERK inh	S1P4 antag	Ba/F3 V617F tox	eIF4E 4G PPI	S1P4 ag	Wee1 degr inh	MDM2 E3 inh
1	COc1ccc(-c2cc(C(F)F)n3ncc(C(=O)Nc4ccc(C(=O)N5CCOCC5)cc4)c3n2)cc1	-5	4	0.0	-9	-1	-3	0.3	0	-15
2	C/C(=N\NC(=O)CSCc1ccc([N+](=O)[O-])cc1)c1ccccc1	-7	-2	0.9	6	0	2	-0.4	3	-8
3	COc1ccc(N2C(=O)CC3(CCCC3)CC2=O)cc1	1	3	0.8	-19	-2	2	2.3	-2	-5
4	COCc1nc(-c2ccc(-c3ccccc3)nc2OC)no1	-20	3	0.5	0	-2	4	-4.0	-1	-26
5	CN(C1CCCCC1)S(=O)(=O)c1ccc2c(c1)c(=O)c(C(=O)N1CCc3ccccc3C1)cn2C	-1	1	0.4	-11	-5	-7	0.5	1	-8
6	O=C(c1cc2ncc(Br)cn2n1)N1CCOCC1	0	1	0.3	-5	-1	7	-0.4	1	12
7	Cc1ccc(NC(=O)CN2CCc3ccccc3C2)cc1S(=O)(=O)N1CCOCC1	-8	3	0.4	-4	-2	-2	4.1	0	-7
8	O=C(COC(=O)c1ccc([N+](=O)[O-])s1)Nc1ccc(Cl)cn1	-3	1	0.1	-12	-3	7	2.3	0	3
9	CN1CCN(/N=C/c2ccc(-c3ccc([N+](=O)[O-])cc3)o2)CC1	-4	5	0.2	23	2	0	-0.1	4	-1
10	Nc1nc(NCc2ccco2)nc(N2CCCC2)c1[N+](=O)[O-]	14	8	-0.6	0	-4	-1	-1.4	-3	-16
11	COc1ccc(N2CCN(Cc3nc(Cc4cccc(F)c4)no3)C(C)C2)cc1 (centres undefined)	-2	8	0.7	3	-1	5	0.3	3	1
12	CC(C)COc1ncnc2c1sc1nc3c(cc12)COC(C)(C)C3	-15	0	0.8	7	-3	0	1.0	-2	-3
13	Cc1ccc(N2CCN(c3ccc(C)cc3)C2c2ccncc2)cc1	5	2	-0.9	-2	-2	-2	1.0	-3	0
14	CCCN1C(=O)S/C(=C\c2ccc(N3CCOCC3)o2)C1=O	4	-3	1.1	10	0	20	-1.6	1	1
15	Cc1ccc(C(=O)ON=C2CCN(S(=O)(=O)c3ccccc3)CC2)cc1	-6	6	1.2	-2	-3	0	-0.5	-1	-15
16	O=C(NNc1ccc([N+](=O)[O-])cc1)C12CC3CC(CC(C3)C1)C2	-2	7	1.1	5	1	-1[fluorescence artefact?]	-0.6	0	-1
17	O=C(N/N=C/c1oc(O)c2ccccc12)c1ccccc1O	-8	10	0.5	-5	4	-3	1.1	2	-17
18	CN(C)C(=O)c1c(C(F)(F)F)nn(C)c1Cl	-3	7	1.3	-7	2	0	0.7	3	11
19	O=C(Cn1ccc([N+](=O)[O-])n1)c1ccccc1	1	6	1.6	-26	-4	0	3.2	-1	-5
20	CC1CN(c2nc3c(c(=O)[nH]c(=O)n3C)n2Cc2ccccc2F)CC(C)O1 (centres undefined)	9	8	0.6	-8	-1	1[fluorescence artefact?]	0.0	7	-2
21	NC(=O)c1ccc(C(F)(F)F)n(Cc2ccc(Cl)cc2)c1=O	-14	3	-0.5	-3	3	6	-2.3	-2	-15
22	Cn1nnnc1SCc1nnc(-c2ccccc2Br)o1	3	10	0.9	-8	3	2[fluorescence artefact?]	0.6	0	-2
23	Cc1cccc(C(=O)Nc2ncc(CN3CCOCC3)s2)c1	-10	4	-0.2	-11	4	6	2.2	0	-4
24	Cc1cccnc1CN1CCN(Cc2nc(C(c3ccccc3)c3ccccc3)no2)CC1	3	-3	0.2	9	-3	-2	0.1	4	-1
25	CCCCNC(=O)c1c[nH]c2ccc(S(=O)(=O)Nc3ccc(OCC)cc3)cc2c1=O	28	3	0.2	7	0	-6	-1.4	-1	-2
26	COc1cccc(CN2CCN(Cc3cc4ccccc4[nH]3)CC2CCO)c1 (centres undefined)	10	1	-1.6	2	-1	0	1.1	-2	-14
27	COc1ccccc1-c1nc(C(F)(F)F)c(OC)o1	11	0	1.0	8	-2	5	-0.3	3	-2
28	Cc1c(C(=O)N2CCN(C)CC2)oc2ccc(S(=O)(=O)N3CCOCC3)cc12	-3	7	0.7	-1	-1	3	-1.2	-2	1
29	COCCCn1c(SCc2ccc(OC)cc2)nc2cc(OC)c(OC)cc2c1=N	-1	6	0.8	-14	0	-2	-1.2	2	-6
30	COc1ccc(S(=O)(=O)N2CCOC2CNC(=O)C(=O)NCc2cccnc2)cc1C (centres undefined)	8	0	0.6	4	-2	-1	-0.9	-1	5
31	COc1ccc(C2C3=C(CC(C)(C)CC3=O)Nc3c2c(=O)[nH]c(=O)n3Cc2ccccc2)cc1OC (centres undefined)	-7	5	-0.5	-22	4	-1	0.3	0	-36
32	CCOC(=O)CCC(NC(=O)CC(=O)NC(CCC(=O)OCC)C(=O)OCC)C(=O)OCC (centres undefined)	3	9	1.5	-7	-2	1	-0.7	-1	-4
33	O=C(CN1CCN(c2ccccn2)CC1)Nc1cc(C(F)(F)F)ccc1Cl	13	5	-1.1	-9	-4	-1	-3.1	0	-17
34	Cc1ccc(S(=O)(=O)N[C@H](C(=O)OCn2nnc3ccccc3c2=O)C(C)C)cc1	-6	4	-0.5	-11	3	-7	-2.1	-3	-17
35	O=C1NCCN(Cc2ccoc2)C1CC(=O)N(CCO)Cc1ccccc1 (centres undefined)	9	0	2.0	-22	0	0	-0.3	5	4
36	C=CCc1ccc(OCCCOc2ccc(C)c(C)c2)c(OC)c1	-2	2	0.3	-24	-3	2	0.8	-2	-13
37	CCOc1cccc(-c2cc(C(=O)NN)[nH]n2)c1	-1	8	1.7	1	2	-3	0.3	1	-19
38	O=C(/C=C/c1ccccc1)Oc1cccc(C(=S)N2CCOCC2)c1	7	-2	-0.1	4	-1	-2	0.1	5	0
39	C/[N+]([O-])=C\CC(=O)c1ccc(-c2ccccc2)cc1	-3	4	1.6	-8	-3	0	0.0	-2	-21
40	CCCN(CC(=O)c1cc(C)n(C)c1C)S(=O)(=O)c1cccc(C(F)(F)F)c1	-15	4	-0.2	10	6	0	0.0	-4	-17
41	Cc1cc(C)nc(-n2nc(C)cc2NC(=O)COC(=O)CCC(=O)c2cccs2)n1	2	3	-0.9	-8	2	0	3.0	-4	-5
42	C=CCSc1nnc2c(n1)[nH]c1c(C)cccc12	-9	14	-0.9	7	4	-6	-2.6	6	-30
43	CC(=O)N1c2ccccc2C(=O)OC1c1cccnc1 (centres undefined)	1	3	-0.2	-10	0	3	1.6	-2	-3
44	CC(C)=NNC(=O)CN1C(=O)NC2NC(=O)NC21 (centres undefined)	11	6	2.2	-11	-2	2	2.6	-1	3
45	CCOC(=O)N1CCC(NC(=O)C(Cc2ccccc2)NC(=O)C2CCCCC2)CC1 (centres undefined)	7	3	0.5	-1	-2	2[fluorescence artefact?]	0.4	1	-13
46	O=C(CCc1nc2ccccc2[nH]1)Nc1ccccc1	8	1	0.5	-8	-3	5	-0.5	3	-4
47	CCN(C(=O)c1cc2c(=O)[nH]c3ccc(C)cc3c2s1)c1ccc(F)cc1	-34	-4	-2.2	13	-1	-8	-1.4	1	-9
48	Cc1nnc(Sc2c(N)n(C)c(=O)n(C)c2=O)s1	0	5	1.3	-5	0	4	1.5	0	-27
49	CC(C)C1CC(=O)NC(SCC(=O)Nc2ccc(Br)cc2)=C1C#N (centres undefined)	13	1	0.7	2	-1	-4	-0.2	6	-27
50	N#CC1=C(N)SC2(CCCCC2)SC1c1ccccc1 (centres undefined)	23	4	1.6	6	1	14	-0.9	-1	-7

(listing goes on)
no.	compound	NPY2 pot ag	BaF3 tox	PERK inh	S1P4 antag	Ba/F3 V617F tox	eIF4E 4G PPI	S1P4 ag	Wee1 degr inh	MDM2 E3 inh
51	COC(=O)C1CCN(C(=O)Nc2ccccc2)CC1	-4	3	0.4	-33	-3	-2	0.4	2	-3
52	CCN(CC)c1ccc2cc(-c3nnc(-c4ccncc4)o3)c(=O)oc2c1	6	2	-0.6	-1	-1	-8[fluorescence artefact?]	-0.3	0	-9
53	COc1ccc2c(c1)c(=O)c(C(=O)c1ccc(Cl)cc1)cn2CC(=O)Nc1ccc(F)cc1	-4	11	1.0	1	0	9[fluorescence artefact?]	-0.4	-2	·
54	Cc1cccc(C(C)(C)C)c1OCCOCCN1CCCC1	-14	5	-0.2	-6	-1	-1	1.2	2	-6
55	CC(=O)OCC(=O)[C@@]12OC3(CCCC3)O[C@@H]1C[C@H]1[C@@H]3CCC4=CC(=O)C=C[C@]4(C)[C@@]3(F)[C@@H](O)C[C@@]12C	5	0	-1.4	-16	11	-5	1.9	2	·
56	O=[N+]([O-])c1cc(C(F)(F)F)c(Cl)cc1N1CCN(CCO)CC1	8	13	0.9	-3	2	-2	-0.6	6	-10
57	N#CC1=C(N)Oc2n[nH]c(-c3cccs3)c2C1c1ccsc1 (centres undefined)	-6	6	0.5	-19	0	-10	2.9	0	-12
58	Cc1cc(C(=O)COc2cccnc2[N+](=O)[O-])c(C)n1Cc1ccco1	3	8	0.2	-12	2	2	0.4	0	-8
59	O=C1S/C(=C\c2ccc(Cl)cc2)C(=O)N1CCn1cnnn1	-7	1	0.1	25	-1	1	0.4	1	1
60	O=[N+]([O-])c1cccc(-c2ccc(/C=N/n3c(-c4ccccc4)n[nH]c3=S)o2)c1	9	-3	1.1	4	-3	75*[fluorescence artefact?]	-1.0	-2	-3
61	Cc1ccc2nc(Nc3nc(-c4ccccc4)cc(=O)[nH]3)nc(C)c2c1	3	7	0.5	2	1	-2	0.4	-1	-6
62	Cc1nc2cc(Nc3nnc(-c4ccccc4)c4ccccc34)ccc2n1C	-3	1	-0.2	-27	-2	5	-3.5	2	-28
63	O=C(Cc1ccccc1)NCCc1cccc(Cl)c1	-7	5	0.2	-12	0	-3[fluorescence artefact?]	-2.0	-2	-24
64	O=C(Nc1nnc(COc2ccc(Cl)cc2)s1)c1ccco1	7	7	0.7	1	0	12	-2.7	9.8*	-9
65	Cc1cc(-c2cn3ccccc3n2)c(C)n1-c1ccccc1	-7	10	-0.1	-14	0	-2	0.9	-2	-57
66	COc1ccc(C2=Nc3ccccc3OC2)cc1	2	7	-0.1	-1	1	-7	1.7	0	-9
67	CN(C)c1ccc(/C=N/NC(=O)CN(c2ccccc2Cl)S(C)(=O)=O)cc1Br	-32	7	0.1	-23	2	14[fluorescence artefact?]	-0.2	1	-9
68	CCC(CC)C(=O)c1c[nH]c(C(=O)NN)c1	1	13	0.6	-3	4	-2	1.5	3	-2
69	Cc1ccc(-c2nnn(CC(=O)N(CC3CCCO3)C(C(=O)NCC3CCCO3)c3ccc(F)cc3)n2)o1 (centres undefined)	-6	0	-0.3	-10	-4	1	0.7	-1	·
70	Cc1cccc(C(=O)NC(=S)N2CCN(c3ccc([N+](=O)[O-])cc3)CC2)c1	0	6	0.9	-15	-1	2	1.2	-2	-5
71	NC(=O)CSCc1cccc(Br)c1	16	5	0.8	-12	1	-1	0.0	-1	-12
72	Cc1cc(Oc2cnn(C(C)(C)C)c(=O)c2Cl)cc(C(C)C)c1	-18	2	0.1	-9	-2	0	-0.6	-2	-3
